CRFR2-BP antag: antagonists of CRF-binding protein/CRF-R2 receptor complex; HEK293 CRF-R2/CRF-BP, CRF-induced calcium fluorescence; inhibition, % at 11.8 µM; hit rate 0.59% among 350,000;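 active means inhibition of the ligand-induced calcium signal above about 50% at the single tested concentration, limit read from the data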
CHRM5 agonist: agonists of human muscarinic M5 receptor (CHRM5); P08912; CHO-K1 hM5 cells, Fluo-8 calcium fluorescence; 0% DMSO wells, 100% maximal acetylcholine response; activation, % at 3 µM; hit rate 0.19% among 360,000;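 active means activation above the run's mean over test compounds plus 3 SD, cut at about 23% in these data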;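 further: signal is peak over basal fluorescence ratio across the kinetic read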
Target sequence (P08912 whole entry, looked up): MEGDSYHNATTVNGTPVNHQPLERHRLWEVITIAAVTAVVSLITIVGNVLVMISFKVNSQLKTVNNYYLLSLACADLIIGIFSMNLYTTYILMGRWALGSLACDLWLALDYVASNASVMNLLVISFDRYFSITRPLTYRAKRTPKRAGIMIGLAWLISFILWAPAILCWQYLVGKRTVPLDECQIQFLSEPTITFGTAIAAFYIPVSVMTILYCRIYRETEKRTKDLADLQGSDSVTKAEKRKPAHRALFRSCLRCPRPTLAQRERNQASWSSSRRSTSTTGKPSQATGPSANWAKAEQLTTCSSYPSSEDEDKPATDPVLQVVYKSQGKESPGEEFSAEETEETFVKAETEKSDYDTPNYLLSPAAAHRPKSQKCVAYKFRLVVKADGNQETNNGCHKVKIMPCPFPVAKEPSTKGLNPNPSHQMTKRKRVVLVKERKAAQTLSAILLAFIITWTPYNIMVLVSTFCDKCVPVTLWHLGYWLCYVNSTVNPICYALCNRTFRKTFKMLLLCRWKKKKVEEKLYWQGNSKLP
M4 antag: blocks acetylcholine activation of human M4 receptor. hit rate 0.73% among 360,000. P08173. CHO-hM4 cells, ACh EC80, Fluo-8 calcium fluorescence. inhibition, % at 3 µM;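 active means inhibition above its plate's cutoff, the mean inhibition of sample wells plus 3 SD, cut at about 27% in these data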;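 further: 0% = acetylcholine EC80 with DMSO and 100% = DMSO without agonist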
Target sequence (P08173 whole entry, looked up): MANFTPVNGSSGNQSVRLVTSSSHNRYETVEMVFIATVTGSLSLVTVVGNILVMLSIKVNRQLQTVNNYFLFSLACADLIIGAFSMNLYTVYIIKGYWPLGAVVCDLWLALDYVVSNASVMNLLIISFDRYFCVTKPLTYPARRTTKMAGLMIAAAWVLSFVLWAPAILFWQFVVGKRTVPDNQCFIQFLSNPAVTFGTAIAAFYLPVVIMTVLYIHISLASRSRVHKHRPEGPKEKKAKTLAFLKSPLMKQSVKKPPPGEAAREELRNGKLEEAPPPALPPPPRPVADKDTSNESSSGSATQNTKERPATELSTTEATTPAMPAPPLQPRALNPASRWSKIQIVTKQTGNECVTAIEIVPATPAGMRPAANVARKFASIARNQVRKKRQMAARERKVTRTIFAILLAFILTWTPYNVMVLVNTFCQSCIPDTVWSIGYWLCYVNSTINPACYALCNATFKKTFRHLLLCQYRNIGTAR
CHRM5 antagonist: blocks acetylcholine activation of human M5 receptor; CHO-hM5 cells, Fluo-8 calcium fluorescence, ACh EC80; hit rate 0.59% among 360,000; AID 624040; inhibition, % at 3 µM; P08912;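 active means inhibition above a per-plate cutoff, the mean of that plate's test compounds plus 3 SD, cut at about 27% in these data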;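 further: 0% = acetylcholine EC80 with DMSO and 100% = DMSO without agonist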
M4 PAM: CHRM4 positive allosteric modulation; P08173; CHO-K1 hM4/Gqi5, Fluo-8 calcium fluorescence, ACh EC20; 0% = ACh EC20, 100% = maximal ACh; AID 624126; activation, % at 3 µM; hit rate 0.4% among 360,000;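 active means activation above its plate's cutoff, the mean activation of sample wells plus 3 SD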; further: some results filed as inactive read as strong as hits
M5 PAM: positive allosteric modulators of human muscarinic M5 receptor; P08912; hit rate 0.3% among 360,000; CHO-K1 hM5, Fluo-8 calcium, ACh EC20 PAM; 0% = ACh EC20, 100% = ACh EC100; activation, % at 3 µM;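 active means activation above the run cutoff, the mean activation of all test compounds plus 3 SD, cut at about 18% in these data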
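System: CHO-K1 hM5 cells. Reagent: acetylcholine, EC20 level. Compound dosing: single dose, 3 µM nominal final test concentration. Timing: Post-acetylcholine fluorescence recording 140 s. Detection: Fluo-8 calcium fluorescence. Read-out: % activation, ACh-normalized. Benchmarks: ACh EC20 and EC100 wells. Repeats: singlicate, one well per test compound.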
IDE cell inh: inhibits human insulin-degrading enzyme in HEK cells. FAbetaB cleavage, fluorescence polarization. inhibition, % at 5.59 µM. hit rate 0.41% among 320,000;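 active means percent inhibition above the average of all tested compounds plus 3 SD, set per screening campaign, cut at about 16% in these data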;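 further: IDE supplied by intact live HEK cells; FP after avidin binding of uncleaved biotin substrate so inhibition keeps polarization high; 0% = DMSO wells and 100% = 60 µM reference IDE inhibitor Ii1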
CRFBP-R2 agonist: CRF-BP/CRF-R2 complex agonism | HEK293 CRF-R2/CRF-BP, calcium dye fluorescence (FLIPR); percent of saturating CRF peptide response | activation, % at 13.2 µM | hit rate 0.46% among 350,000;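 active means activation of at least 50%, plus an integration ratio under a set limit after plate pattern correction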;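 further: plate controls were neutral control wells without compound for no effect and CRF at EC100 for full effect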
CHRM4 agonist: agonists of human muscarinic M4 receptor (CHRM4) | P08173 | CHO-K1 hM4/Gqi5, Fluo-8 calcium fluorescence; vehicle 0%, full acetylcholine response 100% | activation, % at 3 µM | hit rate 0.14% among 360,000 | AID 624127;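 active means activation above the run mean over all test wells plus 3 SD, cut at about 32% in these data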;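 further: peak over basal fluorescence ratio per well then scaled between controls; 0% = DMSO wells and 100% = acetylcholine at EC100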
The depositor's hits bear a star; · = not tested or not shown.

Under each structure: CRFR2-BP antag, CHRM5 agonist, M4 antag, CHRM5 antagonist, M4 PAM, M5 PAM, IDE cell inh, CRFBP-R2 agonist, CHRM4 agonist
> COc1cccc2[nH]c(C(=O)NCCc3ccccc3)cc12
  0, -2, 1, 3, -4, -3, ·, -2.3, 4
> CC1CCCC/C1=N/Nc1ccc([N+](=O)[O-])cc1[N+](=O)[O-] (stereo unspecified)
  -18, 2, -10, 2, 5, -5, 2, -1.7, 1
> N#Cc1ccc(-c2ccc(F)cc2)nc1Oc1ccccc1
  -13, -1, -2, 4, 3, -1, 1, 1.4, -1
> COc1cc(/C=N/NC(=O)Cc2ccccc2)cc([N+](=O)[O-])c1O
  8, 2, 6, -2, 2, -4, -2, -0.6, 0
> CCN1CCN(C(=O)c2ccc3c(c2)N(Cc2ccccc2)C(=O)c2ccccc2S3(=O)=O)CC1
  -20, -1, 6, 1, -1, 1, 4, 0.2, 1
> Cc1ccc(NC(=O)Cc2ccc3c(c2)CCCC3)cc1C
  -9, -2, -12, 5, -1, -5, -6, -1.3, 2
> CC(C)CC1NC(=O)N(CC(=O)N(C)C2CCCCC2)C1=O (stereo unspecified)
  2, 5, -18, -8, 12, 9, 4, -0.6, 1
> Cc1cc(C(=O)Nc2ccc(Br)cc2)cs1
  0, -2, -4, 4, -3, -3, 1, 0.0, 7
> CC(C)(C)c1ccc(NC(=O)c2cc(C3CCCN(S(=O)(=O)c4cccc5cccnc45)C3)on2)cc1 (stereo unspecified)
  ·, 0, -3, 7, 2, -2, ·, ·, 0
> Cn1nnc(NC(=O)c2cccc([N+](=O)[O-])c2)n1
  7, 0, 2, 15, 0, 1, -3, -1.0, 0
> CC1CN(C(=O)c2cccs2)CCN1C(=O)c1cccs1 (stereo unspecified)
  7, -3, 5, 0, 3, 0, 1, 2.8, 1
> Nc1nc(-c2ccc([N+](=O)[O-])cc2)cs1
  30, -3, 6, -1, 1, 3, -2, -2.3, -1
> Cc1ccc([C@@H]2CC(=O)[C@@H]3CN(S(=O)(=O)c4ccc(C)cc4)[C@H](c4cccc(Cl)c4)C[C@@H]3N2S(=O)(=O)c2ccc(Cl)cc2)cc1
  -2, 2, -3, -6, 0, -2, ·, -0.1, 1
> CCCNC(=O)C1(C)CCN(C(=O)c2cc(C)n(C(C)(C)C)n2)C1 (stereo unspecified)
  ·, 5, -4, 3, -3, 0, ·, ·, 1
> COc1cc(-c2n[nH]c(=S)n2-c2cccc(C(F)(F)F)c2)cc(OC)c1OC
  -2, 1, 8, 0, 4, -3, 7, -1.3, 0
> CCC(C)[C@H](NC(=O)NCc1ccc(OC)c(OC)c1)C(=O)O (stereo partly specified)
  -1, 3, 3, 0, -7, 8, -4, 0.6, 0
> CCCCC(CC)C(=O)NCc1ccccc1OC (stereo unspecified)
  5, -3, 3, 6, -1, 0, -5, -1.4, -1
> O=C(N/C(=C\c1ccc(Cl)cc1)C(=O)N1CCOCC1)c1ccco1
  -34, -1, 0, 6, -2, 1, 3, 2.0, 0
> Cc1c(/C=N/n2cnnc2)c2ccccc2n1CCOc1ccccc1
  4, -6, 1, 2, -7, -12, -2, 1.7, 12
> CN1C(=O)/C(=C\C=C2/CCCN2C)N(C)C1=S
  -1, -4, -12, 1, 6, 7, 0, 1.7, 0
> CCOc1cc(S(=O)(=O)NCc2ccc(OC)cc2)c(OCC)cc1-n1cnnn1
  7, 2, -3, -5, 12, 4, 0, 0.6, 2
> O=C(NCc1ccccc1F)C1CC(=O)N(c2ccc3c(c2)OCCO3)C1 (stereo unspecified)
  7, 4, -13, 2, 10, -5, 1, -1.2, 2
> COc1cc(OC)c2c(-c3cccc(-c4ccc(C(C)=O)cc4)c3)cc(=O)oc2c1
  -5, 1, -5, 7, 9, -9, ·, -0.8, 0
> c1ccc(C2=Nn3c(nnc3-c3n[nH]c4c3CCC4)SC2)cc1
  8, -6, 10, -5, 7, -8, 3, -0.7, 2
> O=C(NCc1ccc(N2CCCC2=O)cc1)Nc1cccc2ccccc12
  0, -1, -10, 1, 1, -3, -3, 1.7, 1
> Cc1cccc(NCc2ccccc2O)c1C
  -2, -4, 5, -4, 0, -3, 0, 0.1, -1
> CCOc1ccccc1CNn1cnnc1
  -3, 1, -16, 12, -20, -9, 3, -2.7, 0
> Cc1c(NC(=O)c2c([N+](=O)[O-])cnn2C)c(=O)n(-c2ccccc2)n1C
  6, 0, 4, 13, 0, 2, 0, -1.4, 0
> COc1cc(C(=S)N2CCOCC2)cc(Br)c1OS(=O)(=O)c1ccccc1
  -10, 4, 3, -2, 4, -2, 0, -0.5, 3
> O=C(c1cc(C(=O)c2ccco2)cc(C(=O)c2ccco2)c1)c1ccco1
  7, -3, -14, 1, 7, -6, 4, -3.7, 4

Under each structure: CRFR2-BP antag, CHRM5 agonist, M4 antag, CHRM5 antagonist, M4 PAM, M5 PAM, IDE cell inh, CRFBP-R2 agonist, CHRM4 agonist
> Cn1c(CNC(=O)c2ccco2)nnc1SCC(=O)Nc1ccc(Br)cc1F
  -20, -3, -2, -1, 3, 1, 3, -1.6, 0
> O=C(CCN1CCN(c2ccc(Cl)cc2)CC1)Nc1nccs1
  -9, -6, -12, -5, -5, -10, -1, -0.5, 10
> O=c1c2ccccc2nnn1CSc1ccc2c(c1)OCCO2
  18, -9, -3, 1, 0, 1, -1, -1.0, 2
> Cc1cc(C)nc(SCC(=O)Nn2cnnc2)n1
  9, 0, 5, 6, -1, -1, 2, -1.5, 1
> CCCc1cc(C(=O)NCc2ccc(OC)cc2)no1
  0, 1, -9, 4, 6, 1, 7, -2.6, 0
> S=C(NCc1ccco1)N/N=C/c1ccncc1
  0, 4, 4, 0, -2, 2, 13, -0.6, 1
> Cc1ccccc1CN1CCN(S(C)(=O)=O)CC1
  -7, 1, 1, 0, 11, -1, 2, -0.7, 0
> Nn1c(SCC(=O)Nc2ccc(Oc3ccccc3)cc2)nnc1C1CC1
  34, 0, -3, 8, 7, -5, 4, -1.2, 3
> Cc1ccc(C(=O)NC(=S)NCC(=O)c2ccccc2)cc1
  -4, -5, -5, 1, 10, 3, 4, 0.5, 0
> O=C(O)c1ccc(CSc2nnc(-c3ccncc3)n2-c2ccc(Cl)cc2)cc1
  3, 0, -4, -4, -2, 9, -1, -0.7, 1
> O=C1C=Cc2cccc3ccc(O)c1c23
  -38, -5, 7, 16, 0, -7, ·, -0.8, -1
> CCN(CC)C(=O)c1ccc(COc2ccccc2Br)o1
  6, 1, 2, 12, -6, -7, 7, -2.3, 4
> Cc1ccc(Cn2nnc3c(=O)[nH]c(C4CCN(S(=O)(=O)c5cc(C)ccc5C)CC4)nc32)cc1
  32, -4, 6, -1, -14, 3, 4, 2.7, 0
> Cc1ccc(NC(=O)Cc2cn3ccsc3n2)nc1
  -9, 1, 0, 1, 11, 0, -1, -0.2, -1
> COc1ccc(N2CCCC2)c(NC(=O)COc2ccccc2)c1
  -1, -2, 5, 3, 2, 3, 3, -0.5, 0
> Cc1cccc(-n2c(O)cnc2Nc2nc(C)cc(C)n2)c1
  13, 0, 5, 27*, -8, -12, 8, -3.4, 17
> NS(=O)(=O)c1ccc(NCc2ccccc2OCc2ccccc2F)cc1
  4, -1, 11, 9, -9, -10, 6, -1.9, 2
> CCc1ccc(-c2cc(C)no2)cc1S(=O)(=O)NCCc1ccc(OC)c(OC)c1
  16, -3, -15, 5, -2, -2, 5, -0.6, 12
> CN(C)c1cccc(-c2cc(Nc3ccc(C(C)(C)C)cc3)ncn2)c1
  ·, -1, 1, 0, -6, -5, ·, ·, -1
> CCCNC(=S)Nc1ccc2nc(-c3ccccn3)c(-c3ccccn3)nc2c1
  -26, -3, 7, 5, -6, -3, 3, 26, 2
> CN(C)S(=O)(=O)c1ccc(NC(=O)CN2CCN(c3ccccn3)CC2)cc1
  -4, -3, 1, 0, 4, 6, -13, 1.9, 2
> CCOc1ccc(/C=N/NC(=O)c2ccccc2NC(=O)c2ccc(OC)cc2)cc1
  -27, 2, -8, 9, -7, -9, 1, 0.9, 7
> O=C(NCc1ccco1)c1ccc(C(=O)NCc2ccco2)cc1
  -8, 3, 0, 7, 5, 1, ·, -1.0, 0
> Cc1cc(F)ccc1NC(=O)c1cccnc1
  -17, 0, -6, 0, -2, 2, 5, -0.9, 5
> S=C(NCCc1ccccc1)NN=C1CCCCCC1
  4, -1, -2, 8, -2, -3, -2, 0.3, 1
> CN1CCc2c(sc3c2c(NCc2ccco2)nc2nnnn23)C1
  11, -6, 0, 3, -8, -6, 10, 23, 1
> O=C(CCC(=O)Nc1nnc(C2CCCCC2)s1)Nc1ccccc1
  -9, -1, -7, 0, 7, 0, 3, 1.4, 1
> CC(=O)NC1=NN(C(C)=O)C2(S1)C(=O)N(C(C)C)c1ccc(C)cc12 (stereo unspecified)
  -12, 1, 11, 8, -5, -4, -2, 1.3, 0
> CCCc1cc(C(=O)NNC(=S)NC2CCCCC2)cs1
  -3, -1, 2, 4, 18*, 4, -7, -2.1, 4
> Cc1cc(C)n(CC(O)COc2ccccc2C)n1 (stereo unspecified)
  -13, 3, -12, 12, 3, 0, 11, 2.3, 1

Under each structure: CRFR2-BP antag, CHRM5 agonist, M4 antag, CHRM5 antagonist, M4 PAM, M5 PAM, IDE cell inh, CRFBP-R2 agonist, CHRM4 agonist
> COCCCNC(=O)c1ccccc1NS(=O)(=O)c1ccc(C)cc1
  8, -2, 1, 0, 4, 2, -8, 0.0, 1
> CCN(Cc1ccccc1)S(=O)(=O)c1nc2nc(C)c(C)c(C)n2n1
  10, -1, 1, 10, 12, 4, -6, 0.5, 1
> CCc1ccc(NC(=O)C(=O)N/N=C(\C)CC(=O)NCCOC)cc1
  -9, 6, -1, -3, -3, 3, 2, 0.6, 1
> CCCCc1ccc(NC(=S)N2CCCC(CO)C2)cc1 (stereo unspecified)
  1, -3, -2, -7, 1, 0, 7, 0.7, 0

Rewritten tab-delimited: part of the list above
SMILES	CRFR2-BP antag	CHRM5 agonist	M4 antag	CHRM5 antagonist	M4 PAM	M5 PAM	IDE cell inh	CRFBP-R2 agonist	CHRM4 agonist
O=C(NCc1ccco1)c1ccc(C(=O)NCc2ccco2)cc1	-8	3	0	7	5	1	·	-1.0	0
Cc1cc(F)ccc1NC(=O)c1cccnc1	-17	0	-6	0	-2	2	5	-0.9	5
S=C(NCCc1ccccc1)NN=C1CCCCCC1	4	-1	-2	8	-2	-3	-2	0.3	1
CN1CCc2c(sc3c2c(NCc2ccco2)nc2nnnn23)C1	11	-6	0	3	-8	-6	10	23	1
O=C(CCC(=O)Nc1nnc(C2CCCCC2)s1)Nc1ccccc1	-9	-1	-7	0	7	0	3	1.4	1
CC(=O)NC1=NN(C(C)=O)C2(S1)C(=O)N(C(C)C)c1ccc(C)cc12 (stereo unspecified)	-12	1	11	8	-5	-4	-2	1.3	0
CCCc1cc(C(=O)NNC(=S)NC2CCCCC2)cs1	-3	-1	2	4	18*	4	-7	-2.1	4
Cc1cc(C)n(CC(O)COc2ccccc2C)n1 (stereo unspecified)	-13	3	-12	12	3	0	11	2.3	1
COCCCNC(=O)c1ccccc1NS(=O)(=O)c1ccc(C)cc1	8	-2	1	0	4	2	-8	0.0	1
CCN(Cc1ccccc1)S(=O)(=O)c1nc2nc(C)c(C)c(C)n2n1	10	-1	1	10	12	4	-6	0.5	1
CCc1ccc(NC(=O)C(=O)N/N=C(\C)CC(=O)NCCOC)cc1	-9	6	-1	-3	-3	3	2	0.6	1
CCCCc1ccc(NC(=S)N2CCCC(CO)C2)cc1 (stereo unspecified)	1	-3	-2	-7	1	0	7	0.7	0

Rows were taken by chance, and some 2.9% of all compounds hit somewhere here.
